Assay outcomes (PubChem BioAssay)
PKA inh = inhibitors of human PKA kinase activity, primary screen, biochemical, ATP-depletion luminescence, Kemptide substrate; PKA Kemptide phosphorylation, Kinase-Glo ATP luminescence; inhibition, % at 6 µM; 65,000 tested, 0.1% active;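 active = inhibition above the screen-wide mean inhibition plus 3 SD, cut at about 21% in these data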; also: many of its hits are not listed in these tables
CatS block = inhibitors of human cathepsin S, biochemical, compound mixtures; P25774; recombinant cathepsin S, AMC dipeptide fluorescence, pooled mixtures; inhibition, %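 (tested at 5 µM per compound within 10-compound mixtures)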; 62,000 tested, 0.06% active; AID 501, 2006; in the data active = inhibition above about 32%, passing the limit was not always enough; inconclusive = no clear call, values can overlap the other calls;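 also: 0% = enzyme without compound and 100% = blank without enzyme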
Target sequence (P25774 115-331 limits assumed): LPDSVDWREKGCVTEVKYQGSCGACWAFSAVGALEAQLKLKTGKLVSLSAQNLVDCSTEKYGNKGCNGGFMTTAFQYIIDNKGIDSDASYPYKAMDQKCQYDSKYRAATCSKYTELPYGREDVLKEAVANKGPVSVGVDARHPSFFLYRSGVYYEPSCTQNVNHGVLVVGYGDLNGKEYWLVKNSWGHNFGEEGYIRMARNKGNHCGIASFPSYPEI
FXIa inh mix = FXIa protease inhibitors in compound pools, primary screen, biochemical, 10-compound mixtures. Coagulation factor XI (Homo sapiens), P03951. purified FXIa, fluorogenic substrate, pooled mixtures. inhibition, % at 5 µM. 62,000 tested, 0.19% active;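 also: each value is inhibition by a whole ten-compound pool holding the compound; 0% = enzyme with no mixture and 100% = wells lacking enzyme; strong numbers were not always called active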
CatG inh = human cathepsin G inhibitors, primary screen, biochemical, pooled compound mixtures, AMC fluorescence; P08311; purified enzyme, AMC-tetrapeptide fluorescence; inhibition, % at 5 µM (by protocol); 62,000 tested, 0.2% active; AID 581, 2007;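 active = inhibition above 20% in each of the two mixture wells holding the compound; inactive = inhibition of 20% or less in either well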;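 also: 0% = enzyme control without mixture and 100% = blank lacking enzyme; strong numbers were not always called active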
Target sequence (P08311 21-244 limits assumed): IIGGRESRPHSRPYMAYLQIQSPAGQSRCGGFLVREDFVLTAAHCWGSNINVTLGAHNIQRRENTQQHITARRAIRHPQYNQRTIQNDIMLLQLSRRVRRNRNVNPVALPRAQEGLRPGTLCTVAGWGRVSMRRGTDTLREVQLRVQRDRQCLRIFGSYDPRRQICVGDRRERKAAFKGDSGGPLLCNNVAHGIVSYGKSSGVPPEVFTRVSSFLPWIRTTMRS
FXIIa mix inh = human factor XIIa inhibitors, primary screen, biochemical, pooled compound mixtures, fluorogenic substrate; purified FXIIa; 62,000 tested, 0.2% active; Coagulation factor XII (Homo sapiens), P00748; inhibition, % at 5 µM;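 also: 0% = enzyme without compound and 100% = no enzyme blank; some results filed as inactive read as strong as hits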
Target sequence (P00748 20-372 limits assumed): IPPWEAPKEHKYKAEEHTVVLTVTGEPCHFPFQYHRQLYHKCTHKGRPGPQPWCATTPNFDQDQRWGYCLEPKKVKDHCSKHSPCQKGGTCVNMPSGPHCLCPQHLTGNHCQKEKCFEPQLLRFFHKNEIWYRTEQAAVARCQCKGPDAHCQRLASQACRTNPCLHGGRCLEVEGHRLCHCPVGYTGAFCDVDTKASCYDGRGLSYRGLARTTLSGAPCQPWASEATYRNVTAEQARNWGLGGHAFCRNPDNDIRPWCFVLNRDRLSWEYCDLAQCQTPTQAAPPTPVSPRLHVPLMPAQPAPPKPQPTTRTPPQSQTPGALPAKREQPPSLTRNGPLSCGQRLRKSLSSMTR
Target sequence (P00748 373-615 limits assumed): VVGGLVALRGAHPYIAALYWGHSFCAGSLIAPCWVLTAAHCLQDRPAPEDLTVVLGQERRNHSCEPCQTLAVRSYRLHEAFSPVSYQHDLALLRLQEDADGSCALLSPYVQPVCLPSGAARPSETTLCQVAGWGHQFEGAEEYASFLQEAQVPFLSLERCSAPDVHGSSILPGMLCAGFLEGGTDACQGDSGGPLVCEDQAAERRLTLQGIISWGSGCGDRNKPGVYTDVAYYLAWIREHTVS
ROCK2 inh = inhibitors of human ROCK2 kinase, primary screen, biochemical, high-throughput, luminescence. purified ROCK2, Kinase-Glo ATP depletion luminescence. inhibition, % at 6 µM. 60,000 tested, 0.35% active;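 active = inhibition above the screen-wide mean inhibition plus 3 SD, cut at about 18% in these data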;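 also: plate controls were DMSO wells for no effect and Y-27632 control wells after no-enzyme background subtraction for full effect; many of its hits are not listed in these tables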
CatL block = inhibitors of human cathepsin L, biochemical; Procathepsin L (Homo sapiens), P07711; 58,000 tested, 0.17% active; inhibition, %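 (tested at 10 µM)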; purified cathepsin L, fluorogenic substrate, fluorescence; in the data active = inhibition above about 45%;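 also: 0% = enzyme with no compound and 100% = no enzyme blank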
C1s inh = complement C1s protease inhibitors, primary screen, biochemical, 10-compound mixtures; Complement C1s subcomponent (Homo sapiens), P09871; purified C1s, fluorogenic AMC substrate, pooled mixtures; mean inhibition % of two 10-compound mixtures (active compounds read high), % at 5 µM (by protocol); 62,000 tested, 0.16% active; AID 538, 2006;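 active = inhibition above 20% in each of the two 10-compound mixture wells holding the compound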;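 also: 0% = enzyme wells lacking compound mixture and 100% = no-enzyme blank wells; some compounds called inactive have numbers as strong as hits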
JNK3 inh = JNK3 kinase activity inhibitors, primary screen, biochemical, human, purified enzyme; 60,000 tested, 0.61% active; Mitogen-activated protein kinase 10 (Homo sapiens), P53779; inhibition, % at 8 µM; HTS; in the data active = inhibition above about 17%;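 also: 0% = DMSO and 100% = reference inhibitor; many of its hits are not listed in these tables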
Active calls of the source: *; ? = inconclusive; · = not tested or not shown. Rule as the data show it, unless noted: active = inhibition above about 20% (passing the limit was not always enough); inactive = the rest.

#	SMILES	PKA inh	CatS block	FXIa inh mix	CatG inh	FXIIa mix inh	ROCK2 inh	CatL block	C1s inh	JNK3 inh
1	CCOC(=O)c1cccnc1SC(CC)C(=O)N1CCOCC1 (centres undefined)	8	-2	-5	8	-26	5	-2	8	-5
2	COc1ccc(N(CC(=O)NCc2ccco2)S(=O)(=O)c2ccc(OC)c(OC)c2)cc1	8	-3	6	-3	11	5	3	-28	-1
3	CCc1ccc(NC2=NC(C(=O)c3ccccc3)CC(=O)N2)cc1 (centres undefined)	3	0	-2	1	-13	6	1	-18	5
4	CC(C)(C)NC(=O)CN(C(=O)CS(=O)CC(=O)Nc1ccc(F)cc1)c1ccc(Cl)cc1 (centres undefined)	-4	-2	5	3	1	-2	3	-3	6
5	O=C(O)c1cc2c([nH]c1=O)CCCC2	3	-3	3	-1	-17	-1	-33	-23	8
6	CCOC(=O)c1[nH]c(C)c(C(=O)NC2CCCCC2)c1C	-6	-5	4	8	-5	1	·	-22	3
7	COc1ccc2cc(CN(Cc3cccnc3)Cc3nnnn3Cc3ccccc3)c(=O)[nH]c2c1	12	0	-6	-8	1	3	-3	-21	1
8	N#CC(C(=O)Nc1ccc(Cl)c(Cl)c1)=C1Nc2ccccc2N1	6	-1	7	10	-39	2	1	-15	3
9	CCOC(=O)N1CCC(NC(=O)C2CCCN(S(=O)(=O)c3cccnc3)C2)CC1 (centres undefined)	4	5	0	3	5	3	·	5	3
10	Cn1nnc2cc(C(=O)NC(C)(C)C)ccc21	1	14	4	11	15	3	·	7	6
11	Cc1cc(C)nc(/N=C(\N)C2=C(O)CC(C)(C)CC2=O)n1	3	?	-3	8	-14	4	8	3	3
12	O=C(Nc1nc2c(s1)CCCC2)Oc1ccccc1	5	0	2	10	8	4	11	13	2
13	O=C(O)C1CCCN1c1ncnc2ccccc12 (centres undefined)	8	4	15	21	9	11	13	5	-1
14	CCOc1cc(C2CC(=O)N3CN(C4CCCCC4)CSC3=C2C#N)ccc1O (centres undefined)	-7	8	8	2	-16	1	0	-3	2
15	CCCC(=O)Nc1cccc(-c2nc3cc(C)c(C)cc3o2)c1	8	3	8	3	9	8	-5	-3	-3
16	N#Cc1c(-c2cccs2)cc(-c2cccnc2)nc1N	-4	3	-2	-16	-23	-2	-78	-25	10
17	c1ccc(N2CCN(Cc3cn4cccnc4n3)CC2)cc1	7	-1	5	-8	3	4	17	3	3
18	COc1ccc(OC)c(S(=O)(=O)N2CCN(C34CC5CC(CC(C5)C3)C4)CC2)c1	9	0	4	9	4	7	4	-14	-2
19	COc1ccc(-c2nc(SC)n(C)c(=O)c2C#N)cc1OC	1	14	8	9	-1	·	6	13	·
20	CC(C)(C)c1cc(-c2ccco2)c(C#N)c(SCC#N)n1	5	4	30	10	-1	4	-3	2	0
21	COc1cc(N=c2ssnc2Cl)cc(OC)c1OC	-7	12	12	-1	13	-7	22	-7	-2
22	O=C(CN1C(=O)CSc2ncccc21)NCCN1CCOCC1	2	9	11	50	-12	2	13	11	4
23	COc1ccc(CNC(C)C2COc3ccccc3O2)c(OC)c1 (centres undefined)	8	-2	-6	2	4	7	1	-47	-9
24	CCOC(=O)c1cc(C)[nH]c(=S)c1C#N	6	-13	6	-3	-5	6	-8	-1	-2

One compound at a time, as listed above:
Profile of `COc1cc(N=c2ssnc2Cl)cc(OC)c1OC` : PKA inh: -7; CatS block: 12; FXIa inh mix: 12; CatG inh: -1; FXIIa mix inh: 13; ROCK2 inh: -7; CatL block: 22; C1s inh: -7; JNK3 inh: -2
Profile of `CCCC(=O)Nc1cccc(-c2nc3cc(C)c(C)cc3o2)c1` : PKA inh: 8; CatS block: 3; FXIa inh mix: 8; CatG inh: 3; FXIIa mix inh: 9; ROCK2 inh: 8; CatL block: -5; C1s inh: -3; JNK3 inh: -3

Next section.
#	SMILES	PKA inh	CatS block	FXIa inh mix	CatG inh	FXIIa mix inh	ROCK2 inh	CatL block	C1s inh	JNK3 inh
25	COc1ccc(N2CCN(C(=O)CNC(=O)Cn3c(C)cc4ccccc4c3=O)CC2)cc1	2	-1	3	-3	5	1	0	-46	2
26	O=C(NC1CCCCCCC1)c1c(O)c2ccccc2[nH]c1=O	0	1	3	1	7	3	9	-79	2
27	CCOc1ccc(S(=O)(=O)Nc2ccc(S(=O)(=O)N3CCOCC3)cc2)cc1	7	2	4	9	12	11	·	10	3
28	Cc1nn2c(N)csc2nc1=O	8	7	16	16	8	10	6	23	-1
29	Cn1c(=O)c(C(=O)c2ccccc2)nc2ccccc21	-3	-5	1	-16	3	-6	-4	-42	-2
30	CCOC(=O)Cc1csc(NC(=O)C2CCCN(S(=O)(=O)c3cnc[nH]3)C2)n1 (centres undefined)	-8	1	8	0	6	-2	·	3	0
31	Cc1ccc(/C(O)=C2/C(=O)C(=O)N(Cc3ccco3)C2c2cccs2)cc1 (centres undefined)	2	8	6	-1	-13	2	-6	-12	0
32	Cn1c(CNc2ccccc2)nc2ccccc21	-2	2	3	-2	13	-1	·	-30	-5
33	Cc1ccccc1CS(=O)(=O)CCC(=O)NCCCN1CCN(c2ccccc2F)CC1	-2	0	-3	-3	28	-4	12	-14	-8
34	CCC(C)C(NC(=O)c1ccccc1NC(=O)c1ccco1)C(=O)O (centres undefined)	-3	-19	5	7	12	2	10	0	-5
35	COc1ccc(CCN(C)CCN2C(=O)c3ccccc3C2=O)cc1OC	6	-2	-10	2	6	7	-3	9	-8
36	CC1Cc2ccccc2N1C(=O)CCNS(=O)(=O)c1cccc2nsnc12 (centres undefined)	2	-7	2	-7	2	-4	-3	-34	-7
37	COC(=O)c1ccccc1NC(=O)c1cc2ncc(Br)cn2n1	3	-2	5	10	2	3	8	1	3
38	COc1ccccc1C1C(C(N)=O)=C(C)Nc2nc(-c3ccc(Cl)cc3)nn21 (centres undefined)	-11	16	12	-1	13	-13	7	-26	-15
39	CC(C)CC(=O)Nc1ccccc1-c1nnn(CC(=O)N2CCOCC2)n1	9	9	-1	12	-2	3	-2	-36	9
40	Cc1cc(NC(=O)CSc2nc3c(c(-c4cccnc4)c2C#N)CCC3)no1	6	12	3	7	12	2	0	-4	2
41	O=C(NCc1ccco1)[C@@H]1CSC2c3ccccc3C(=O)N21 (some centres undefined)	-4	0	6	12	6	3	4	23	2
42	CCS(=O)(=O)N1CCN(c2cccc(C)c2C)CC1	6	2	6	11	11	3	24	7	3
43	CC1CCCCN1C(=O)CSc1nnc(-c2ccco2)n1CC1CCCO1 (centres undefined)	2	-2	3	11	3	1	2	0	-1
44	O=C(Nn1c(=S)[nH]c2ccccc2c1=O)c1ccncc1	7	1	2	7	2	20*	9	-4	-3
45	Cn1c(=O)c2c(nc(N3CCCCCC3)n2CCSc2nc3ccccc3o2)n(C)c1=O	0	-4	4	-3	15	2	-8	-15	5
46	COc1cc(NC(=O)c2ccco2)c(OC)cc1NC(=O)CCC(=O)Nc1cc(C)cc(C)c1	8	22	7	10	3	0	11	13	-15
47	CCOC(=O)CSC1=C(C#N)C(c2ccco2)C(C(=O)Nc2cccc(C(F)(F)F)c2)=C(C)N1 (centres undefined)	7	2	0	9	5	6	3	6	1
48	COc1cccc(C2CC(c3ccc(Cl)cc3Cl)n3nc(N)nc3N2)c1 (centres undefined)	7	-6	8	-6	14	3	0	-4	1
49	O=C(O)CCCCCN1C(=O)c2ccc(C(=O)O)cc2C1=O	6	4	-3	8	-18	3	·	-15	0
50	O=C(CCc1ccccc1)Nc1ccc(Cl)cn1	12	13	-5	-10	0	0	10	-20	4
51	N=c1c(C(=O)NCC2CCCO2)cc2c(=O)n3ccccc3nc2n1Cc1cccnc1 (centres undefined)	7	-12	-18	-21	6	3	-139	-173	-3
52	Cc1ccc(-c2nnc3c4ccccc4c(C)nn23)cc1NC(=O)CN1CCOCC1	7	-10	9	8	-19	4	-7	2	14
53	CCOC(=O)C1=C(C)NC(C)=C(C(=O)OC)C1c1cccc([N+](=O)[O-])c1 (centres undefined)	-7	4	5	14	0	-1	15	16	-2
54	CCOC(=O)CSc1nc2c(c(=O)[nH]c(=O)n2C)n1CCc1ccccc1	9	8	2	15	5	3	12	14	0
55	N#C/C(=C\c1ccc[nH]1)S(=O)(=O)c1ccccc1	0	-5	14	8	6	-4	11	8	-4
56	Cc1ccc(C)c(NC(=O)c2nnn(Cc3ccccc3C)c2N)c1	5	-6	8	0	-16	-3	-1	2	0
57	COc1ccc(C(c2nnnn2CCc2ccccc2)N2CCN(C3CCCC3)CC2)cc1 (centres undefined)	4	-6	0	-10	1	2	-14	-100	1
58	O=C1CC(=O)N(Cc2cccs2)C(=O)N1	5	-18	-20	-26	3	10	0	-44	-5
59	Cc1cc(N2CCN(C/C=C/c3ccccc3)CC2)n2ncnc2n1	-7	-2	11	0	-2	-3	-9	-4	2
60	O=S(=O)(NCc1ccccc1)c1cccc2nonc12	2	10	2	9	5	7	19	4	0
61	COCCCNC(=O)Cn1ncc2ccsc2c1=O	2	-2	5	-1	7	4	·	-8	0
62	CCOC(=O)CSC1=C(C#N)C(c2ccc(C)cc2)C2=C(CCCC2=O)N1 (centres undefined)	0	11	13	1	6	-1	8	-4	7
63	CCOC(=O)C1C(=O)CC(C)(O)C(C(=O)OCC)C1/C=C/c1ccccc1 (centres undefined)	12	11	2	-4	12	3	2	-19	7
64	Cc1ccccc1S(=O)(=O)Cc1ccc(C(=O)N2CCN(c3cccc(C)c3C)CC2)o1	-6	-5	-2	-5	1	-3	6	-51	5
65	CCOC(=O)Cn1c(C(=O)OCC)cc2sccc21	-1	2	4	10	-21	1	-4	16	1
66	S=c1nc(C2CCCCC2)[nH][nH]1	9	-5	5	5	6	8	-12	1	0
67	CCC1CCc2sc(C(=O)O)cc2C1 (centres undefined)	-2	11	11	-2	4	·	13	-9	·
68	Cc1oc(C(C)(C)C)c(CN2CCCC2)c1C(=O)O	7	1	0	9	6	1	-2	6	-1
69	COc1cccc(N(CC(=O)N2CCN(C)CC2)S(=O)(=O)c2ccccc2)c1	7	11	3	12	7	4	12	15	-2
70	O=C(O)CC1NC(=O)N(c2ccccc2)C1=O (centres undefined)	8	-12	4	11	9	4	6	8	2
71	O=C1C2CC=CCC2C(=O)N1c1ccc(Cc2ccncc2)cc1 (centres undefined)	9	-2	2	0	-24	9	1	0	1
72	Cc1cccc2cc(CN(CC3CCCO3)C(c3nnnn3Cc3ccco3)C(C)C)c(=O)[nH]c12 (centres undefined)	0	21	6	3	1	-5	16	5	4
73	CCN1C(=O)C(C)S/C1=N\S(=O)(=O)c1ccc(Cl)s1 (centres undefined)	3	4	7	-1	2	3	7	-4	-1
74	O=C(O)CCC(=O)N1CCc2cc(S(=O)(=O)NCc3cccs3)ccc21	2	-9	0	10	12	2	4	-1	-11
75	O=C(CCN1CCN(c2ccc(Cl)cc2)CC1)Nc1ccccc1F	8	-1	-2	11	8	6	21	6	6
76	CC(C)c1ccc(-c2nnn(Cc3nc4ccccc4s3)n2)cc1	10	-2	3	10	-16	6	29	14	-2
77	CCN1CCN(CCNC(=O)c2cn(Cc3ccccc3F)nn2)CC1	0	-1	-1	-2	10	-1	0	-25	-8
78	Cc1ccc(-c2nnc(SCC(=O)N3CC(C)CC(C)C3)o2)cc1C (centres undefined)	3	-2	5	5	-3	6	2	11	0
79	O=C(Nc1ccccc1)c1ccc(S(=O)(=O)NCC2CCCO2)cc1 (centres undefined)	3	11	-3	10	-25	7	16	0	3
